GLA spleen mod – qHTS Assay for Inhibitors and Activators of Human alpha-Galactosidase From Spleen Homogenate. Alpha-galactosidase A (Homo sapiens), P06280. human spleen homogenate, 4MU-alpha-Gal fluorescence, 40 min. Potency, µM (top dose mostly 80 µM), for the others: top-dose activity change, negative = inhibition, most hits filed as inhibitors. 240,000 tested, 0.008% active;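 note: potency is the fitted concentration of half-maximal effect; 0% = enzyme with vehicle and -100% = no enzyme basal signal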
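Fluorogenic readout (Ex 365/Em 440 nm) of 4-methylumbelliferone released from 1 mM 4-MU-alpha-galactoside by spleen homogenate, 40 min at 37C, pH 5.0. Data normalized to no-enzyme and enzyme controls; Hill-equation AC50 from compound titrations.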
KinaseGlo FLuc – Counterscreen for Luciferase (Kinase-Glo TM) Inhibition; Kinase-Glo luciferase, ATP luminescence, 8 min; Luciferin 4-monooxygenase (Photuris pensylvanica), Q27757; 200,000 tested, 0.28% active; Potency, µM (series often up to 38.3 µM), for inactives: at the highest dose activity change, negative = inhibition, most hits filed as inhibitors; AID 1379, 2008; note: potency is the fitted concentration of half-maximal effect; % is set by controls: 0 for no effect and ±100 for the full control effect; nearly all actives have a fitted effect of over 60% in size
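Compounds were added to a substrate mix at pH 7.2 (50 mM imidazole, 10 uM ATP, within the enzyme's linear range), followed by Kinase-Glo detection reagent; luminescence was measured after 8 minutes at ambient temperature.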
Lamin A splicing – qHTS Assay for Modulators of Lamin A Splicing; HeLa LMNA splicing GFP/RFP minigene ratio, 48 h; Potency, µM (doses to about 46.1 µM), for inactives: top-dose ratio change, negative = inhibition, hits mostly inhibitors; 200,000 tested, 0.01% active; AID 1487, 2009; active = well fitted inhibition curve with a large enough effect in the signal ratio, with a control signal flat, not every such curve was filed as active; inconclusive = small, poorly fitted or top-dose-only effect, or effect the other way, or a change in a side signal; the % refers to the signal ratio; note: potency is the fitted concentration of half-maximal effect; % is set by controls: 0 for no effect and ±100 for the full control effect
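S3 HeLa stable clones carrying a lamin A-EGFP splicing minigene plus DsRed2 were seeded at 600 cells/well in Opti-MEM with 2% FBS, pin-dosed and incubated 48 h at 37°C. Acumen cytometry (488 nm) gave the GFP/RFP total-intensity ratio.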
IMPase Li inh – qHTS Assay for Identifying the Cell-Membrane Permeable IMPase Inhibitors: Potentiation with Lithium; CHO-M1 cells, IP1 TR-FRET (IP-One), carbachol + lithium; 210,000 tested, 0.35% active; Potency, µM (highest dose often 59.4 µM), inactives show top-dose activity, negative = IMPase inhibition, actives largely listed as inhibitors; AID 1457, 2008;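 note: IP1 builds up when IMPase is blocked and the TR-FRET signal falls; potency is the fitted concentration of half-maximal effect; plate controls were basal vehicle for no effect and high inhibitor control for full effect; nearly all actives have a fitted effect of over 50% in size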
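Steps: plate 2000 CHO-M1 cells per well and culture 16–30 h; add compound and lithium; incubate 30 min, 37C; add d2-IP1 tracer and Eu cryptate anti-IP1 antibody in lysis buffer; read after 10 min at room temperature.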
NPSR antag – qHTS Assay for Antagonists of the Neuropeptide S Receptor: cAMP Signal Transduction | Q6W5P4 | CHO-NPSR cells, cAMP TR-FRET, antagonist mode | Potency, µM (highest dose often 38.3 µM), without a hit: top-dose activity change, negative = inhibition, usual class: inhibitors | 220,000 tested, 1% active; note: potency is the fitted concentration of half-maximal effect; % is set by controls: 0 for no effect and ±100 for the full control effect; nearly all actives have a fitted effect of over 50% in size; many of its hits are not listed in these tables
Target sequence (Q6W5P4 whole entry, looked up): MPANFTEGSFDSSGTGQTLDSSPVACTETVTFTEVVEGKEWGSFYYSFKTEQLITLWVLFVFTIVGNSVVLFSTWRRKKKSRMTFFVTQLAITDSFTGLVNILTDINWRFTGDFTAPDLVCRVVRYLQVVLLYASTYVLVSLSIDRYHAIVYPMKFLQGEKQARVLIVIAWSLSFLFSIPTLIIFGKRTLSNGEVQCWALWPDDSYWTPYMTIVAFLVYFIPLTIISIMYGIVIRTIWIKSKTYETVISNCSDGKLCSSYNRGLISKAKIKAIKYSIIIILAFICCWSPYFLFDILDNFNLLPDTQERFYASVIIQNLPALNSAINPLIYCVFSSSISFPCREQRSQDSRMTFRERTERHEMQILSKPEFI
CBFb-RUNX1 inh – qHTS Assay for Compounds Blocking the Interaction Between CBF-beta and RUNX1 for the Treatment of Acute Myeloid Leukemia; Runt-related transcription factor 1 (Homo sapiens) + Core-binding factor subunit beta …; AlphaScreen CBFb-His/RUNX1-biotin binding, biochemical; Potency, µM (top dose mostly 59.8 µM), for the others: at the top dose activity, negative = inhibition, most hits filed as inhibitors; 230,000 tested, under 10 active; AID 1477, 2009; note: % of control where 0% means no effect
Target sequence (Q01196 whole entry, looked up): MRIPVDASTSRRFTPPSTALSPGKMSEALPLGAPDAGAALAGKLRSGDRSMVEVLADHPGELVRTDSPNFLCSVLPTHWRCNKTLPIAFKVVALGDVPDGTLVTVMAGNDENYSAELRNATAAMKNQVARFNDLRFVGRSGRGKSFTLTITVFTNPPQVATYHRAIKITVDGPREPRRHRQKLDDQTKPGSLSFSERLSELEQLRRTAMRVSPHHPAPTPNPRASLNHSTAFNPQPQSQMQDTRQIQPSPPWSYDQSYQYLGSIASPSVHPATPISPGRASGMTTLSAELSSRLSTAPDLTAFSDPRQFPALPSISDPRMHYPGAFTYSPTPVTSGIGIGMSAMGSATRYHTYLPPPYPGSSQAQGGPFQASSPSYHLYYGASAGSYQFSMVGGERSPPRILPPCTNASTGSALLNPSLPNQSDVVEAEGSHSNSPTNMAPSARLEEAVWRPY
Target sequence (Q13951 whole entry, looked up): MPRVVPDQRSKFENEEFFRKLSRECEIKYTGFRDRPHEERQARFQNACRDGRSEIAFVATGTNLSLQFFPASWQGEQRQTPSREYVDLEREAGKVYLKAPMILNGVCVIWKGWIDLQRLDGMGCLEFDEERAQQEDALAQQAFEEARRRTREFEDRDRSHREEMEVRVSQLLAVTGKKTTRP
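AlphaScreen proximity signal reports loss of binding between His-tagged CBF-beta and biotin-labelled RUNX1, each at 30 nM. Proteins are pre-associated for 20 minutes, compounds added for 15 minutes, then beads for 90 minutes, all at ambient temperature.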
Epigenetic derep – Quantitative High-Throughput Screen for Regulators of Epigenetic Control; 280,000 tested, 0.2% active; AID 1865, 2009; murine LDR cells, GFP reporter derepression, 30 h; Potency, µM (doses to about 53.9 µM), for the others: at the highest dose GFP activation, hits mostly activators; note: potency is the fitted concentration of half-maximal effect; % of control where 0% means no effect; nearly all actives have a fitted effect of over 60% in size
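Murine LDR cells carrying a silenced, genomically integrated CMV-driven GFP reporter were exposed to compound for 30 hours at 37 C. After PBS washes, GFP-positive cells (20–120 um objects) were counted by laser-scanning microplate cytometry.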
The depositor's hits bear a star; ? = inconclusive; nt = not tested or not shown; & = joins results of further samples; [ ] = another dose, or the depositor's remark. Unless noted, calls come from the whole dose curve; as a rule, active = well fitted curve in the direction sought with a large enough effect; inconclusive = small, poorly fitted or top-dose-only effect, or another doubt; inactive = no such curve, though single readings can be large; an effect the other way counts as inactive or inconclusive.

Structure	GLA spleen mod	KinaseGlo FLuc	Lamin A splicing	IMPase Li inh	NPSR antag	CBFb-RUNX1 inh	Epigenetic derep
Cn1c(=O)n(C)c2cc(CN3C(=O)OC(C)(C)C3(C)O)ccc21 (configuration not stated)	4%	-1%	9%	25%[38.3 µM]	6%[46.1 µM]	10%	0.0%
O=S(=O)(CCc1ccccc1)c1ccccc1	6%	-1%	nt	20%	nt	14%	-0.1%
N#Cc1c(NC(=O)C2CCCO2)sc2c1CCCCC2 (configuration not stated)	4%	-5%	0%[46 µM]	-6%	-7%	4%	-0.3%
CCOC(=O)c1cn[nH]c1NC(=S)Nc1ccccc1	-22%	nt	nt	nt	38%	?	2.0%
CC1CCCC(C)N1C(=O)COc1ccc(C(=O)Nc2ccccc2N2CCOCC2)cc1 (configuration not stated)	-6%	3%	-13%[46 µM]	2%	-19%	6%	-0.5%
COC(=O)[C@H](COC(C)(C)C)NC(=O)O[C@@H]1C(=O)c2cc(OC)ccc2O[C@H]1c1cccc(OC)c1	3%	3%	nt	9%	nt	-7%	0.8%
Cc1cc(C(=O)Oc2ccccc2C(=O)O)c(C)o1	-7%	11%	21%	-1%[38.3 µM]	-18%[46.1 µM]	0%	1.8%
CC1CN(C(=O)C(C)N2CCN(c3cccc(Cl)c3)CC2)CC(C)O1 (configuration not stated)	-5%	0%	-5%[46 µM]	-1%	3%	2%	-1.5%
O=C(C(NS(=O)(=O)c1cccs1)c1ccccc1)N1CCN(c2ccccc2)CC1 (configuration not stated)	-12%	0%	1%	-4%[38.3 µM]	-26%[46.1 µM]	-4%	-1.3%
CC(C)NC(=O)NC(=O)COC(=O)/C=C/c1ccccc1[N+](=O)[O-]	6%	6%	-2%[46 µM]	-1%	6%	13%	-3.6%
Cc1ccc(C(=O)Nc2c(C)cc(-c3ccc(Cl)cc3)oc2=O)cc1	1%	-4%	0%	-11%[38.3 µM]	-7%[46.1 µM]	1%	0.0%
Cc1ccc(-c2nc3cccnc3o2)cc1NC(=O)COc1ccc(Cl)cc1C	-1%	0%	2%	6.3µM*	?	-10%	1.0%
COc1cccc(-n2c(=O)n(Cc3ccccc3)c(=O)c3[nH]cnc32)c1	1%	nt	nt	nt	1%	3%	5.4%
COCCn1nnnc1CN1CCN(c2cccc(C(F)(F)F)c2)CC1	-4%	1%	7%	-1%[38.3 µM]	?	12%	-0.7%
COc1ccc2[nH]c(C(=O)N(C)c3ccc(F)cc3F)cc2c1	7%	nt	nt	nt	-13%	4%	-1.3%
Cc1ccc(N(C(=O)c2sc(C)nc2C)C(C(=O)NCc2ccco2)c2ccccc2)cc1 (configuration not stated)	3%	3%	-8%	52%[activator][38.3 µM]	-25%[46.1 µM]	-1%	4.5%

A different layout for part of the listing above.
> O=C(C(NS(=O)(=O)c1cccs1)c1ccccc1)N1CCN(c2ccccc2)CC1 (configuration not stated)
  GLA spleen mod: -12%
  KinaseGlo FLuc: 0%
  Lamin A splicing: 1%
  IMPase Li inh: -4%[38.3 µM]
  NPSR antag: -26%[46.1 µM]
  CBFb-RUNX1 inh: -4%
  Epigenetic derep: -1.3%
> CC(C)NC(=O)NC(=O)COC(=O)/C=C/c1ccccc1[N+](=O)[O-]
  GLA spleen mod: 6%
  KinaseGlo FLuc: 6%
  Lamin A splicing: -2%[46 µM]
  IMPase Li inh: -1%
  NPSR antag: 6%
  CBFb-RUNX1 inh: 13%
  Epigenetic derep: -3.6%

Following part
Structure	GLA spleen mod	KinaseGlo FLuc	Lamin A splicing	IMPase Li inh	NPSR antag	CBFb-RUNX1 inh	Epigenetic derep
CN(C)c1ccc2c3c(ccc(N(C)C)c13)COC2	0%	nt	nt	11%	4%	2%	0.0%
Cc1cccc(OCC(=O)Nc2ccc3c(c2)nc(CCN2CCN(C)CC2)n3C)c1	-18%	-6%	?	2%[38.3 µM]	-5%[46.1 µM]	6%	0.3%
CC(C)NC(=O)c1ccc(S(=O)(=O)N(C)C)cc1	4%	0%	-10%[46 µM]	0%	13%	-5%	3.5%
C#CCOCCOCCOCCNc1nc(N2CCN(C(=O)C(CCC(=O)O)n3cc(C(N)CC(C)C)nn3)CC2)nc(N2CCN(C(=O)C(Cc3cc4ccccc4[nH]3)n3cc(C(N)Cc4ccc(O)cc4)nn3)CC2)n1 (configuration not stated)	-8%	nt	nt	-12%	-18%	0%	-0.7%
CCOc1ccc(CCNC(=O)C2=C(C)C(=O)OC23CCC(C)CC3)cc1OCC (configuration not stated)	0%	14%	nt	5%	1%	10%	0.4%&-1.1%
CCOC(=O)c1cn2nc(Oc3ccc(NC(C)=O)cc3)ccc2n1	-14%	nt	nt	nt	-7%	-2%	-1.0%
COc1cccc(OCC(O)CN2CCN(c3ncccn3)CC2)c1 (configuration not stated)	-1%	-2%	?	-1%	12%	3%	0.0%
COc1cc(NC(=S)N2CCN(CCO)CC2)c(OC)cc1Cl	-6%	0%	nt	-5%	17%	-9%	1.8%
CCC(Oc1ccccc1)C(=O)Nc1ccsc1C(=O)OC (configuration not stated)	-7%	-3%	?	11%	-29%	-10%	0.0%
Cc1cc(C)c(OCCCCCNCCO)c(C)c1	-10%	-4%	-1%	4%[38.3 µM]	6%[46.1 µM]	-2%	-2.3%
Cc1cccc(C)c1NC(=O)C1(NC(=O)C2CCC(=O)N2)CCCCC1 (configuration not stated)	-5%	-2%	-5%	1%	8%	6%	-0.9%
COC(=O)C1=C(C)N(Cc2ccc(C)cc2)C(=O)/C1=C\c1cc(OC)c(OC)c(OC)c1	-4%	-2%	?	8%	-52%	-10%	0.0%
CC(C)c1nnc(NC(=O)C2CCCN2C(=O)Nc2ccccc2F)s1 (configuration not stated)	0%	8%	nt	-14%	-1%	-4%	1.6%
O=C(O)COc1ccc(Br)cc1/C=N/O	-10%	1%	1%	-8%[38.3 µM]	-3%[46.1 µM]	-13%	0.0%
COc1ccc(N2C=C3C(=O)C(C)(OC(=O)C4CCCC4)C(=O)C=C3C=C2c2ccsc2)cc1 (configuration not stated)	-9%[17.5 µM]	-10%[7.66 µM]	-12%[9.22 µM]	5%	nt	-12%[13.1 µM]	nt
Nn1c(SC/C=C/c2ccccc2)nnc1-c1ccco1	1%	13%	4%	-21%[38.3 µM]	-22%[46.1 µM]	-1%	-0.9%
Cc1cccn2c(NCc3ccc4c(c3)OCO4)c(-c3ccc(O)cc3)nc12	1%	-2%	?	4%	-33%	9%	-5.1%
COc1ccc(C2=NO[C@@H]3C(=O)N(C4CCCCC4)C(=O)[C@H]23)cc1OC	2%	0%	2%	15%[38.3 µM]	-26%[46.1 µM]	8%	2.9%
c1ccc(-c2cc(N3CCCCC3)c3ccccc3n2)cc1	3%	-2%	nt	-9%	-44%	22%	4.4%
CC(C)CC(=O)N[C@H](C(=O)N[C@H](C(=O)N[C@@H](CC(C)C)[C@H](O)CC(=O)N[C@@H](C)C(=O)N[C@@H](CC(C)C)[C@H](O)CC(=O)O)C(C)C)C(C)C	-5%[29.1 µM]	-5%[17.1 µM]	?	4%	nt	-1%[21.7 µM]	3.8%[16.9 µM]
COC(=O)C(Cc1cnc(Cl)s1)(C(=O)OC)c1ccccc1[N+](=O)[O-]	2%	0%	15%	11%[38.3 µM]	-14%[46.1 µM]	1%	2.9%
C/C(=C\C(=O)c1ccc(Br)cc1)NCc1ccccc1	5%	-3%	2%	16%[38.3 µM]	-14%[46.1 µM]	16%	1.7%
CN(Cc1nc2ccccc2c(=O)[nH]1)Cc1nc2ccsc2c(=O)[nH]1	6%	1%	-1%[46 µM]	2%	4%	-14%	8.7%
Cc1ccc(Nc2cc(C)nc3nc(C)nn23)cc1	-24%	0%	8%	-6%	9%	8%[2.36 µM]	4.3%
O=C(N/N=C\c1ccccn1)C1COc2cc3ccccc3cc2O1 (configuration not stated)	14%	4%	1%[0.0737 µM]	24%[38.3 µM]	-13%[46.1 µM]	?	0.3%
Cc1cccc(-c2n[nH]c(=S)n2/N=C/c2ccc(C)o2)c1	1%	2%	?	10%	-7%	-16%	-1.9%
CCN1CCN(CCCNC(=O)c2cc3cc4ccc(OC)cc4nc3o2)CC1	?	-3%	-19%	-2%[38.3 µM]	-8%[46.1 µM]	-2%	-1.1%
CC(=O)c1cn(CCCCCCCn2cc(C(C)=O)c(=O)[nH]c2=O)c(=O)[nH]c1=O	-2%	2%	-12%	9%	19%	-2%	0.2%
CCn1c(SCC(=O)Nc2ccc(OC)c(OC)c2)nnc1-c1cccs1	-7%	nt	-8%	nt	11%[46.1 µM]	0%	-4.2%
Cc1ccc(N2C(=O)N(CC(=O)N3CCCc4ccccc43)C(=O)C2C)cc1 (configuration not stated)	4%	-2%	1%	23%[38.3 µM]	-11%[46.1 µM]	-3%	-3.4%
C=C(C)c1cccc(C(C)(C)NC(=O)N(C)C2CCN(C)CC2)c1	-5%	-2%	-3%[46 µM]	14%	-27%	14%	-1.0%
O=C(NCc1cccs1)C1CC(c2ccc(Cl)c(Cl)c2)=NO1 (configuration not stated)	-1%	-3%	-4%[46 µM]	0%	-6%	1%	1.1%
Cc1ccc2[nH]c(=O)c(COC(=O)C3CCCCC3)cc2c1	-4%	nt	nt	nt	-9%	-2%	0.2%
Cc1c(-c2csc(N)n2)cnn1C	5%	0%	nt	0%	11%	14%	-1.1%
CCOC(=O)CSc1nnc(Cn2nnc(-c3ccccc3)n2)n1C	5%	4%	-7%	4%[38.3 µM]	-3%[46.1 µM]	2%	0.0%
O=C(O)c1cccc(N2C(=O)/C(=C/c3ccc([N+](=O)[O-])cc3)C=C2c2ccccc2)c1	1%	-7%	nt	-8%	5µM*	-2%	-1.1%
CN(C(=O)COC(=O)CCc1c[nH]c2ccccc12)C(c1ccccc1)c1ccccc1	-13%	4%	9%	20%	?	-3%	0.2%
Cc1nc(N2CCc3ccccc3C2)[nH]c(=O)c1CCC(C)C	-9%	0%	10%	-1%[38.3 µM]	-2%[46.1 µM]	1%	-0.2%
CCCc1cc(=O)oc2cc(OCc3cc(OC)c(OC)c(OC)c3)c(Cl)cc12	-2%	2%	8%	-9%[38.3 µM]	8%[46.1 µM]	0%	1.1%

Screening results as filed in PubChem.

Not all compounds are listed. The share of hits here may be higher or lower than overall.
